Source: PubChem (Small Molecule Screening Facility, UW Madison)
RMI-FANCM inh = RMI-FANCM interaction inhibition. Fluorescence polarization, RMI core complex with F-MM2 peptide; active compounds read low. FP signal (polarization) at 33 µM. 70,000 tested, 0.58% active. AID 1159607; in the data active = FP signal below about 40; note: inactives centre near 61; strong numbers were not always called active; unit not given here
* marks the source's active call; other numbers are inactive results; & = joins results of further samples.

| item | RMI-FANCM inh | smiles |
| --- | --- | --- |
| 1 | 65&49 | Cc1onc(-c2ccccc2Cl)c1C(=O)N[C@@H]1C(=O)N2[C@@H]1SC(C)(C)[C@@H]2C(=O)O |
| 2 | 53 | CCCCCCC/C=C\CCCCCCCCC(=O)O |
| 3 | 54&63 | C[C@H]1COc2c(N3CCN(C)CC3)c(F)cc3c(=O)c(C(=O)O)cn1c23 |
| 4 | 66&54&66 | c1ccc2c(CC3=NCCN3)cccc2c1 |
| 5 | 57&67 | CC(=O)[C@H]1CC[C@H]2[C@@H]3C[C@H](C)C4=CC(=O)CC[C@]4(C)[C@H]3[C@@H](O)C[C@]12C |
| 6 | 59 | O=C(NCCc1ccc(F)cc1)C(=O)Nc1cccc(N2CCCC2=O)c1 |
| 7 | 61 | O=C1C2N=NN(Cc3nc(-c4ccccc4Cl)no3)C2C(=O)N1c1ccc2c(c1)CCC2 (stereo unspecified) |
| 8 | 55&52 | Nc1cc(-c2ccncc2)c[nH]c1=O |
| 9 | 66 | CC(Oc1c(Cl)cccc1Cl)C1=NCCN1 (stereo unspecified) |
| 10 | 53 | C[C@]12CC[C@H]3[C@@H](CCC4=CC(=O)CC[C@@]43C)[C@@H]1CC[C@@H]2C(=O)CO |
| 11 | 44&61 | C[C@H](CCC(=O)O)[C@H]1CC[C@H]2[C@@H]3[C@@H](O)C[C@@H]4C[C@H](O)CC[C@]4(C)[C@H]3CC[C@]12C |
| 12 | 57 | CN(C)c1ccc(C(CNC(=O)c2ccco2)N2CCc3ccccc3C2)cc1 (stereo unspecified) |
| 13 | 58&35 | O=C(O)CN1C(=O)c2cccc3cccc(c23)C1=O |
| 14 | 58&61 | O=C(O)[C@@H]1[C@H]2C[C@H]3c4[nH]c5ccccc5c4CCN3C[C@@H]2CC[C@@H]1O |
| 15 | 50&60 | CC(C)Cc1ccc([C@H](C)C(=O)O)cc1 |
| 16 | -47&-69&67 | COc1cc2nc(N3CCN(C(=O)C4COc5ccccc5O4)CC3)nc(N)c2cc1OC (stereo unspecified) |
| 17 | 65&56&48 | O=C1NCC2(CCN(CCc3ccccc3)CC2)O1 |
| 18 | 59 | Cc1ccc2nc(C)c(NC(=O)C3c4ccccc4Oc4ccccc43)c(=O)n2c1 |
| 19 | 53&52&55 | COc1nc(C)nc(Cl)c1NC1=NCCN1 |
| 20 | 54&54&59 | NS(=O)(=O)c1cc2c(cc1C(F)(F)F)NC(Cc1ccccc1)NS2(=O)=O (stereo unspecified) |

2 records drawn at random from those above, as already listed:
| item | RMI-FANCM inh | smiles |
| --- | --- | --- |
| 18 | 59 | Cc1ccc2nc(C)c(NC(=O)C3c4ccccc4Oc4ccccc43)c(=O)n2c1 |
| 12 | 57 | CN(C)c1ccc(C(CNC(=O)c2ccco2)N2CCc3ccccc3C2)cc1 (stereo unspecified) |

The listing continues:
| item | RMI-FANCM inh | smiles |
| --- | --- | --- |
| 21 | 58 | CC[C@]1(O)CC2CN(CCc3c([nH]c4ccccc34)[C@@](C(=O)OC)(c3cc4c(cc3OC)N(C)[C@H]3[C@@](O)(C(=O)OC)[C@H](OC(C)=O)[C@]5(CC)C=CCN6CC[C@]43[C@@H]65)C2)C1 (stereo partly specified) |
| 22 | 52&64&60 | CCCOc1ccccc1-c1nc2n[nH]nc2c(=O)[nH]1 |
| 23 | 56 | O=C(O)COC(=O)Cc1ccccc1Nc1c(Cl)cccc1Cl |
| 24 | 34* | C=CC1=C(C(=O)O)N2C(=O)[C@@H](NC(=O)C(=NO)c3csc(N)n3)[C@H]2SC1 |
| 25 | 64 | CCC[C@H](N[C@@H](C)C(=O)N1[C@H](C(=O)O)C[C@@H]2CCCC[C@@H]21)C(=O)OCC |
| 26 | 51&109 | CC1=C(C(=O)O)N2C(=O)[C@@H](NC(=O)[C@H](N)c3ccc(O)cc3)[C@H]2SC1 |
| 27 | 64&53 | Cc1nnc(NS(=O)(=O)c2ccc(N)cc2)s1 |
| 28 | 57 | COc1ccc(-c2cc(=O)c3c(O)cc(O[C@@H]4O[C@H](CO[C@H]5O[C@H](C)[C@@H](O)[C@H](O)[C@@H]5O)[C@@H](O)[C@H](O)[C@H]4O)cc3o2)cc1O |
| 29 | 65&55&68 | COc1ccccc1OCC(O)COC(N)=O (stereo unspecified) |
| 30 | 60 | Cc1cc2c(s1)Nc1ccccc1N=C2N1CCN(C)CC1 |

Shown as tab-separated lines: 22 of the compounds above
no.	SMILES	RMI-FANCM inh
8	Nc1cc(-c2ccncc2)c[nH]c1=O	55&52
9	CC(Oc1c(Cl)cccc1Cl)C1=NCCN1 (stereo unspecified)	66
10	C[C@]12CC[C@H]3[C@@H](CCC4=CC(=O)CC[C@@]43C)[C@@H]1CC[C@@H]2C(=O)CO	53
11	C[C@H](CCC(=O)O)[C@H]1CC[C@H]2[C@@H]3[C@@H](O)C[C@@H]4C[C@H](O)CC[C@]4(C)[C@H]3CC[C@]12C	44&61
12	CN(C)c1ccc(C(CNC(=O)c2ccco2)N2CCc3ccccc3C2)cc1 (stereo unspecified)	57
13	O=C(O)CN1C(=O)c2cccc3cccc(c23)C1=O	58&35
14	O=C(O)[C@@H]1[C@H]2C[C@H]3c4[nH]c5ccccc5c4CCN3C[C@@H]2CC[C@@H]1O	58&61
15	CC(C)Cc1ccc([C@H](C)C(=O)O)cc1	50&60
16	COc1cc2nc(N3CCN(C(=O)C4COc5ccccc5O4)CC3)nc(N)c2cc1OC (stereo unspecified)	-47&-69&67
17	O=C1NCC2(CCN(CCc3ccccc3)CC2)O1	65&56&48
18	Cc1ccc2nc(C)c(NC(=O)C3c4ccccc4Oc4ccccc43)c(=O)n2c1	59
19	COc1nc(C)nc(Cl)c1NC1=NCCN1	53&52&55
20	NS(=O)(=O)c1cc2c(cc1C(F)(F)F)NC(Cc1ccccc1)NS2(=O)=O (stereo unspecified)	54&54&59
21	CC[C@]1(O)CC2CN(CCc3c([nH]c4ccccc34)[C@@](C(=O)OC)(c3cc4c(cc3OC)N(C)[C@H]3[C@@](O)(C(=O)OC)[C@H](OC(C)=O)[C@]5(CC)C=CCN6CC[C@]43[C@@H]65)C2)C1 (stereo partly specified)	58
22	CCCOc1ccccc1-c1nc2n[nH]nc2c(=O)[nH]1	52&64&60
23	O=C(O)COC(=O)Cc1ccccc1Nc1c(Cl)cccc1Cl	56
24	C=CC1=C(C(=O)O)N2C(=O)[C@@H](NC(=O)C(=NO)c3csc(N)n3)[C@H]2SC1	34*
25	CCC[C@H](N[C@@H](C)C(=O)N1[C@H](C(=O)O)C[C@@H]2CCCC[C@@H]21)C(=O)OCC	64
26	CC1=C(C(=O)O)N2C(=O)[C@@H](NC(=O)[C@H](N)c3ccc(O)cc3)[C@H]2SC1	51&109
27	Cc1nnc(NS(=O)(=O)c2ccc(N)cc2)s1	64&53
28	COc1ccc(-c2cc(=O)c3c(O)cc(O[C@@H]4O[C@H](CO[C@H]5O[C@H](C)[C@@H](O)[C@H](O)[C@@H]5O)[C@@H](O)[C@H](O)[C@H]4O)cc3o2)cc1O	57
29	COc1ccccc1OCC(O)COC(N)=O (stereo unspecified)	65&55&68

Further entries
| item | RMI-FANCM inh | smiles |
| --- | --- | --- |
| 31 | 56&61 | O=C1N(c2ccccc2)c2ccccc2C1(Cc1ccncc1)Cc1ccncc1 |
| 32 | 76 | C[C@]12CC3CC(N)(C1)C[C@@](C)(C3)C2 |
| 33 | 65 | O=C(Nc1cccc(N2CCCCC2=O)c1)OCc1ccccc1 |
| 34 | 59 | N=C(N=C(N)N)N1CCOCC1 |
| 35 | 45 | CC(=O)O[C@]1(C(C)=O)CC[C@H]2[C@@H]3C=C(Cl)C4=CC(=O)[C@@H]5C[C@@H]5[C@]4(C)[C@H]3CC[C@@]21C |
| 36 | 54 | C=CC(C)(O)CC/C=C(\C)CCC=C(C)C (stereo unspecified) |
| 37 | 71&64&59 | CN(C)CCCN1c2ccccc2Sc2ccccc21 |
| 38 | 58&58 | CC1=NN(c2ccccc2)C(=O)C1 |
| 39 | 53 | CC(NC1=C(Cl)C(=O)c2ccccc2C1=O)C(=O)O (stereo unspecified) |
| 40 | 66 | CCOC(=O)Nc1ccc2c(c1)CN(C(C)=O)CC2 |
| 41 | 76 | CC(C)COc1ccc(S(=O)(=O)N2CCOC(c3ccccc3)C2)cc1 (stereo unspecified) |
| 42 | 49&63&54 | CC(C)Cc1ccc(C(C)C(=O)O)cc1 (stereo unspecified) |
| 43 | 59&72 | CN1CCC(=C2c3ccccc3CCc3sccc32)CC1 |
| 44 | 59 | COC(=O)C1=CO[C@@H](O[C@@H]2O[C@H](CO)[C@@H](O)[C@H](O)[C@H]2O)[C@@H]2[C@@H](C)[C@@H](O)C[C@H]12 |
| 45 | 57 | CC(=O)NCCCCCC(=O)O |
| 46 | 58 | CN(C)C/C=C(/c1ccc(Br)cc1)c1cccnc1 |
| 47 | 64&55&52 | COc1ccc(CN(CCN(C)C)c2ccccn2)cc1 |
| 48 | 64 | O=C1C(=C2C=C(c3ccccc3)OC3=C2CCCC3)C(=O)c2ccccc21 |
| 49 | 55 | COc1c(O)cc2c(c1O)C1OC(CO)C(O)C(O)C1OC2=O (stereo unspecified) |
| 50 | 58&61 | O=C(Cn1ccnc1[N+](=O)[O-])NCCO |

Not all compounds are listed; the hit share may differ from the screen's.
